ATG4B inhibitor – blocks human ATG4B protease cleavage of LC3 substrate | ATG4B cleavage of LC3-PLA2, NBD-HPC fluorescence, 1 h | inhibition, % at 8.33 µM | hit rate 0.51% among 340,000; in the data active = inhibition above about 40%
hIAP block – human IAP inhibition; purified IAP, CDP-Star luminescence, 30 min; inhibition, % at 10 µM; hit rate 0.12% among 330,000;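 active = inhibition reaching a set limit with compound at 10 µM in the primary screen, cut at about 35% in these data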;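 note: plate controls were DMSO wells with enzyme for no effect and no-enzyme buffer wells for full effect; values of inactives mirror those of a sister screen read the other way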
Target sequence (P09923 whole entry, looked up): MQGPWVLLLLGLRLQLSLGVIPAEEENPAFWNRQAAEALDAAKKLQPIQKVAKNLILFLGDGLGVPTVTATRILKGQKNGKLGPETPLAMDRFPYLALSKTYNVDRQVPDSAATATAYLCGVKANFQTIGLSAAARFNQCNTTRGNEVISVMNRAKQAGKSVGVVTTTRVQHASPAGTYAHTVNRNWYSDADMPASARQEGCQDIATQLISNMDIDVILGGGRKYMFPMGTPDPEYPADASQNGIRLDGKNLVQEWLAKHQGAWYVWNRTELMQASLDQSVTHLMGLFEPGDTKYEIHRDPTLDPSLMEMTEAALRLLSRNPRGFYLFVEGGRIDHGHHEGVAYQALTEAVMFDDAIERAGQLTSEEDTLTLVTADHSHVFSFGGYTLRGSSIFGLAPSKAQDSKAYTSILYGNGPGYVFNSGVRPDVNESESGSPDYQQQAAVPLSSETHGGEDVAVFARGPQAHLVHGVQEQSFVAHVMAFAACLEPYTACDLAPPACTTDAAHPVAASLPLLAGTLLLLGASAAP
mIAP inh – blocks mouse intestinal alkaline phosphatase; purified mouse IAP, CDP-Star luminescence, 30 min; inhibition, % at 10 µM; hit rate 0.2% among 330,000;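 active = inhibition of at least 40% at 10 µM in the primary screen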;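 note: plate controls were DMSO with enzyme for no effect and no enzyme wells for full effect; values of inactives mirror those of a sister screen read the other way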
APOBEC3G inh – blocks human APOBEC3G single-stranded DNA deamination; Q9HC16; recombinant A3G, ssDNA deamination FAM/TAMRA fluorescence; inhibition, % at 20 µM; hit rate 0.28% among 330,000; AID 493012;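 active = inhibition of at least 40% at 20 µM, with no more than 30% in the related APOBEC3A deaminase screen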;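 note: plate controls were DMSO wells with A3G for no effect and wells lacking A3G enzyme for full effect; some compounds called inactive have numbers as strong as hits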
APOBEC3A inh – inhibitors of human APOBEC3A DNA deaminase | recombinant A3A, FAM/TAMRA ssDNA deamination fluorescence | inhibition, % at 20 µM | P31941 | hit rate 0.41% among 330,000;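 active = at least 40% inhibition at 20 µM here, with at most 30% in a related deaminase screen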;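 note: plate controls were A3A with DMSO for no effect and wells lacking A3A enzyme for full effect; some results filed as inactive read as strong as hits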
Target sequence (P31941 whole entry, looked up): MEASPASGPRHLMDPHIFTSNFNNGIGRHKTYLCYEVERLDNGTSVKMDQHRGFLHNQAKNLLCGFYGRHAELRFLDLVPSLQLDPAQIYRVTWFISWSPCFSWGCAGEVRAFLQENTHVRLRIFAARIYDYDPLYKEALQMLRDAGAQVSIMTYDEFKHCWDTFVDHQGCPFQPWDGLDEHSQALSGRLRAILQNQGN
mIAP activ – increases mouse intestinal alkaline phosphatase activity; hit rate 0.24% among 330,000; activation factor at 10 µM; muIAP, CDP-Star luminescence, 30 min; active compounds read high; 1 = vehicle-only enzyme signal, 0 = enzyme-free wells;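 active = activation factor of at least 2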; note: the source names both 10 and 20 µM as test concentration; values of inactives mirror those of a sister screen read the other way
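also added = chemiluminescent substrate CDP-Star | test system = mouse IAP enzyme | signal = chemiluminescence readout | compound = DMSO-dissolved test compounds | incubation = 30 min at room temperature | benchmarks = DMSO wells, no-enzyme wells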
MPTP inh – permeability transition pore inhibition; isolated mouse mitochondria, Ca2+ swelling absorbance, 30 min; inhibition, % at 10 µM; hit rate 1.4% among 360,000; AID 602449;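 active = inhibition of 50% or more, scaled per plate between neutral and stimulator controls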;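 note: 0% = DMSO wells given calcium and 100% = 1 mM EGTA wells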
hIAP act – increases human intestinal alkaline phosphatase activity. P09923. AID 2524. activation factor at 10 µM. hit rate 0.16% among 330,000. purified human IAP, CDP-Star luminescence, 30 min; active compounds read high; 1 = vehicle-only enzyme, 0 = enzyme-free background;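 active = activation factor of the enzyme at least 2-fold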; note: the source names both 10 and 20 µM as test concentration; values of inactives mirror those of a sister screen read the other way
MIN6 prolif – MIN6 beta-cell proliferation induction. AID 2380. MIN6 cells proliferation, ATPlite luminescence, 48 h; cells starved in 0.2% serum; 100% = growth in 10% serum. hit rate 0.29% among 330,000. proliferation, % at 10 µM;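 active = compounds whose signal lies at least 3.5 SD above the mean of all wells on their plate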;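 note: 0% = DMSO-treated cells in low-serum medium and 100% = 10% serum control; some compounds called inactive have numbers as strong as hits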
Active calls of the source: *.

Each structure is followed by: ATG4B inhibitor | hIAP block | mIAP inh | APOBEC3G inh | APOBEC3A inh | mIAP activ | MPTP inh | hIAP act | MIN6 prolif
- O=C(O)Cc1csc(Nc2cccc(Cl)c2)n1
 : -12 | -2 | -3 | 1 | 1 | 1 | 0.3 | 1 | -4
- COCCNC(=O)c1cccc(OC2CCN(Cc3cccc(C(C)=O)c3)CC2)c1
 : 4 | -24 | -4 | -3 | -7 | 1 | -0.4 | 1.2 | 0
- CC1CN(C(=O)c2cccc(S(=O)(=O)N3CCOCC3)c2)CC(C)O1 (stereo not drawn)
 : -2 | 7 | 6 | -3 | -1 | 0.94 | 0.0 | 0.93 | 2
- O=C(CN1CCCc2ccccc21)N/N=C/c1ccc(F)cc1F
 : 7 | -14 | 4 | 10 | -12 | 0.96 | 3.2 | 1.1 | -2
- COc1cccc(OCc2nnc(SC)n2C)c1
 : -8 | -11 | -2 | -1 | 0 | 1 | 1.8 | 1.1 | -2
- Cc1ccc(NC(=O)Cn2c(O)c(N=NS(=O)(=O)c3ccc(C)cc3)c3ccccc32)cc1
 : -10 | 3 | 0 | -3 | 1 | 1 | 0.0 | 0.97 | 0
- CCNC(=O)c1sc(=S)n(CC)c1N
 : -2 | 5 | -4 | -1 | 2 | 1 | -9.6 | 0.95 | -3
- CCC(CO)Oc1cc(NC(=O)c2cccc(C)c2)c2ncn(C(C)C)c2c1 (stereo not drawn)
 : -3 | 2 | -11 | -8 | -3 | 1.1 | 0.3 | 0.98 | 1
- CC(NC(=O)c1ccccc1OC(F)F)c1ccc(-n2ccnc2)cc1 (stereo not drawn)
 : -3 | 6 | -5 | -3 | 0 | 1.1 | -1.2 | 0.94 | 5
- C=C1CCN([C@H](C(=O)O)C(C)C)S(=O)(=O)c2ccccc21
 : -6 | 14 | 0 | -4 | -1 | 1 | 0.5 | 0.86 | -4
- N#CCCCSc1nnnn1-c1cccc(Cl)c1
 : -5 | 8 | 8 | -2 | 0 | 0.92 | -1.3 | 0.93 | 3
- Cc1ccc(CN2CCN(Cc3c[nH]c4ccccc34)CC2CCO)o1 (stereo not drawn)
 : -10 | 18 | 8 | -6 | -5 | 0.92 | -1.6 | 0.82 | -1
- COc1ccccc1N1CCN(C(=O)c2cc3cc(C)ccc3[nH]2)CC1
 : -11 | -18 | -9 | 0 | -3 | 1.1 | -0.7 | 1.2 | -3
- CCOC(=O)C1CCN(S(=O)(=O)Cc2ccc(Cl)cc2)CC1
 : -15 | 7 | -8 | -1 | -2 | 1.1 | -0.4 | 0.93 | 2
- CCC1C(=O)N=C(SCC(=O)Nc2nc3ccccc3s2)NC1=O (stereo not drawn)
 : 12 | 0 | 6 | 3 | 12 | 0.94 | -1.9 | 1 | -1
- CCCc1cc(C(=O)Nc2nnc(C)s2)cs1
 : 0 | 9 | -4 | 1 | 2 | 1 | -0.4 | 0.91 | -3
- CSCc1c(C(=O)OCC(=O)NC2CCCCC2)oc2ccccc12
 : 35 | -4 | -1 | -4 | -3 | 1 | 1.1 | 1 | 3
- O=C(NCCCN1CCN(c2ccccc2F)CC1)C1CCC(=O)N1C1CCCC1 (stereo not drawn)
 : -8 | -2 | -15 | -4 | 1 | 1.1 | -2.4 | 1 | 0
- COc1ccc(CN(C)C(=O)c2ccc3c(=O)n4c(nc3c2)CCC4)cc1
 : -3 | 2 | 3 | -1 | -6 | 0.97 | -0.1 | 0.98 | -5
- Cc1noc(C)c1S(=O)(=O)N1CCC(C(=O)NC2CCN(Cc3ccccc3)CC2)CC1
 : 2 | 12 | 5 | 0 | 1 | 0.95 | 0.4 | 0.88 | -2
- Nc1c(N(Cc2ccco2)C(=O)c2cccc(Cl)c2)c(=O)[nH]c(=O)n1Cc1ccccc1
 : 10 | -4 | 10 | -4 | 1 | 0.9 | 0.2 | 1 | -3
- O=c1[nH]ncc(N2CCCC2)c1Cl
 : 10 | -3 | 10 | -4 | -3 | 0.9 | -0.6 | 1 | -3
- COc1ccc(NC(=O)CCCn2cc([N+](=O)[O-])cn2)cc1
 : 5 | 2 | 5 | 2 | 2 | 0.95 | 6.4 | 0.98 | -2
- CC(C)c1cc(C(=O)N2CCCC(N3CCN(c4ccc(F)cc4)CC3)C2)n(C)n1 (stereo not drawn)
 : -2 | -47 | 11 | -5 | -7 | 0.89 | 0.0 | 1.5 | -2
- CCOC(=O)C1=C(C)NC(=O)C1CC(=O)O (stereo not drawn)
 : 3 | -4 | -7 | 3 | 0 | 1.1 | 1.0 | 1 | 4
- CN(CC(O)COCc1ccc2c(c1)OCO2)C1CCCCC1 (stereo not drawn)
 : -2 | -7 | 3 | -5 | -3 | 0.97 | 2.8 | 1.1 | -1
- CC(c1ccccn1)N(CCN(C)C)C(=S)Nc1cccc(F)c1 (stereo not drawn)
 : 11 | -6 | -4 | -10 | -3 | 1 | -2.4 | 1.1 | -2
- O=C(c1ccc(Br)o1)N1CCC(Cc2ccccc2)CC1
 : 9 | 3 | 4 | -2 | 0 | 0.96 | -0.8 | 0.97 | -4
- COc1cc2c(cc1OC)CC1(CCCCC1)N=C2
 : -3 | -9 | 5 | -4 | -3 | 0.95 | 1.4 | 1.1 | 1
- COc1cccc(CNC(=O)CCC2CCCN(C/C=C/c3ccccc3OC)C2)c1 (stereo not drawn)
 : 10 | 1 | -23 | -12 | 2 | 1.2 | 1.9 | 0.99 | -1

Brought forward from above: five compounds, followed by the next part.
Each structure is followed by: ATG4B inhibitor | hIAP block | mIAP inh | APOBEC3G inh | APOBEC3A inh | mIAP activ | MPTP inh | hIAP act | MIN6 prolif
- CN(CC(O)COCc1ccc2c(c1)OCO2)C1CCCCC1 (stereo not drawn)
 : -2 | -7 | 3 | -5 | -3 | 0.97 | 2.8 | 1.1 | -1
- CC(c1ccccn1)N(CCN(C)C)C(=S)Nc1cccc(F)c1 (stereo not drawn)
 : 11 | -6 | -4 | -10 | -3 | 1 | -2.4 | 1.1 | -2
- O=C(c1ccc(Br)o1)N1CCC(Cc2ccccc2)CC1
 : 9 | 3 | 4 | -2 | 0 | 0.96 | -0.8 | 0.97 | -4
- COc1cc2c(cc1OC)CC1(CCCCC1)N=C2
 : -3 | -9 | 5 | -4 | -3 | 0.95 | 1.4 | 1.1 | 1
- COc1cccc(CNC(=O)CCC2CCCN(C/C=C/c3ccccc3OC)C2)c1 (stereo not drawn)
 : 10 | 1 | -23 | -12 | 2 | 1.2 | 1.9 | 0.99 | -1
- CCCCN1C(=O)Nc2ccccc2S1=O (stereo not drawn)
 : -5 | -14 | 5 | 11 | -1 | 0.95 | -0.9 | 1.1 | 1
- Cc1ccccc1NC(=O)NNC(=O)OC(C)(C)C
 : 2 | 4 | 2 | -2 | 4 | 0.97 | -0.4 | 0.95 | -2
- CC(C)CCNc1c(-c2cccs2)nc2ccccn12
 : 17 | 10 | 2 | -1 | -3 | 0.98 | -0.7 | 0.9 | 2
- CCN(c1ccc(NC(=O)COC(=O)CCC(=O)c2ccc(F)cc2)cc1)C(C)C
 : -7 | -4 | -2 | -6 | -4 | 1 | 8.6 | 1 | -1
- Oc1ccc(N2CCN(c3nc(-c4cccs4)nc4ccccc34)CC2)cc1
 : -11 | 15 | 5 | 6 | -4 | 0.95 | 2.6 | 0.85 | -3
- Cc1ccccc1C(=O)NC1CCN(CC(=O)Nc2ccc(Br)cc2)CC1
 : 2 | -6 | 2 | -3 | -7 | 0.98 | 3.8 | 1.1 | 0
- O=C(Oc1cc2oc(=O)c3c(c2cc1Cl)CCCC3)c1cccs1
 : 21 | 3 | -7 | -2 | 0 | 1.1 | 4.0 | 0.97 | -3
- O=C(CCNS(=O)(=O)c1ccc2[nH]c(=O)oc2c1)Nc1ccccc1
 : 0 | 2 | 41* | 8 | 1 | 0.59 | 0.4 | 0.98 | -2
- CC(C)N(CCCNC(=O)Cn1c(=O)c2cccn2c2ccc(F)cc21)Cc1ccccc1
 : 4 | -7 | -6 | -5 | -4 | 1.1 | -0.9 | 1.1 | -3
- Cc1cc(Cl)c(S(=O)(=O)Nc2ccccn2)cc1OCC(N)=O
 : -8 | -17 | 1 | 4 | 6 | 0.99 | -1.3 | 1.2 | -1
- COC(=O)c1ccc(OS(=O)(=O)c2ccc(NC(C)=O)cc2)cc1
 : -7 | 5 | -7 | -12 | -2 | 1.1 | 3.8 | 0.95 | 1
- CCOC(=O)N1CCC(NC(=O)CCC(=O)N2CCOc3ccc(Cl)cc32)CC1
 : -3 | 10 | 4 | -1 | -2 | 0.96 | -2.6 | 0.9 | -5
- O=C(Nc1cccc(O)c1)c1cc(-c2ccccc2Cl)on1
 : 11 | -20 | -3 | -1 | 1 | 1 | 0.9 | 1.2 | -5
- CCOC(=O)N(NC(=O)C(O)(CC(C)C)CC(C)C)c1ccccc1
 : 6 | -1 | -8 | -1 | -2 | 1.1 | 0.4 | 1 | 0
- O=C(CCc1ccccc1)N1CCCN(C(=O)CCc2ccccc2)CC1
 : -8 | 0 | 5 | -1 | -2 | 0.95 | 0.4 | 1 | 0
- CSc1ccc(CCNC(=O)c2cc(-c3ccccc3)c(N3CCOCC3)s2)cc1
 : -6 | -52 | -137 | -8 | -6 | 2.4* | -0.5 | 1.5 | -4
- COc1ccc(C(=O)Oc2ccc(C(C)=O)cc2)c(OC)c1
 : -16 | 14 | 5 | -3 | -1 | 0.95 | -3.1 | 0.86 | 1
- c1ccc2sc(NC3=NCN(C4CCCCCC4)CN3)nc2c1
 : -9 | 13 | 4 | -1 | -1 | 0.95 | 95* | 0.87 | -4
- Cc1cc(C)c(NC(=O)CN(C)S(=O)(=O)c2ccc3c(c2)n(C)c(=O)c(=O)n3C)c(C)c1
 : 2 | 18 | 2 | -6 | -5 | 0.98 | -1.8 | 0.82 | -2

A different layout for part of the listing above:
> Oc1ccc(N2CCN(c3nc(-c4cccs4)nc4ccccc34)CC2)cc1
  ATG4B inhibitor = -11
  hIAP block = 15
  mIAP inh = 5
  APOBEC3G inh = 6
  APOBEC3A inh = -4
  mIAP activ = 0.95
  MPTP inh = 2.6
  hIAP act = 0.85
  MIN6 prolif = -3
> Cc1ccccc1C(=O)NC1CCN(CC(=O)Nc2ccc(Br)cc2)CC1
  ATG4B inhibitor = 2
  hIAP block = -6
  mIAP inh = 2
  APOBEC3G inh = -3
  APOBEC3A inh = -7
  mIAP activ = 0.98
  MPTP inh = 3.8
  hIAP act = 1.1
  MIN6 prolif = 0

Screening data (PubChem)
